High-throughput results: PubChem, National Center for Advancing Translational Sciences (NCATS)
Menin MLL FP TR = displaces Texas Red mutant MLL peptide from human menin. Menin + Texas Red MLL mutant peptide, fluorescence polarization. Potency, µM (top dose mostly 61.6 µM), inactives show top-dose FP activity change, negative = inhibition, usual class: inhibitors. 270,000 tested, 0.23% active. O00255; active = well fitted inhibition curve with a large enough effect in the polarisation, with a control signal flat, not every such curve was filed as active; inconclusive = small, poorly fitted or top-dose-only effect, or effect the other way, or a change in a side signal; inactive = no such curve, though single readings can be large or run the other way; the % refers to the polarisation; note: potency is the fitted concentration of half-maximal effect; % of control where 0% means no effect; many of its hits are not listed in these tables
Giardia kill = kills Giardia lamblia; Giardia lamblia trophozoite viability; activity change, % at 7.66 µM, hits read low; 340,000 tested, 0.15% active; in the data active = activity change below about -80%; inconclusive = between about -30% and that limit;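 note: parasites exposed to compound for two days anaerobically before the ATP read; % is set by controls: 0 for no effect and ±100 for the full control effect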
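Giardia trophozoites, 100 cells per well, were exposed to compounds for 48 hrs at 37 deg C under anaerobic conditions; viability was then read as ATP content by bioluminescence after 15-30 min at room temperature.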
Gal4-VP16 FLuc = Gal4-VP16 reporter inhibition counter-screen. Drosophila S2 Gal4-VP16 UAS-luciferase, luminescence, 20 h. AID 2546. 310,000 tested, 3.5% active. Potency, µM (titrated, usually from 53.6 µM), for inactives: at the top dose activity, negative = inhibition, usual class: inhibitors;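 note: Gal4-VP16 expression switched on by copper sulfate through the metallothionein promoter; potency is the fitted concentration of half-maximal effect; % is set by controls: 0 for no effect and ±100 for the full control effect; nearly all actives have a fitted effect of over 50% in size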
RORgamma inh = blocks mouse ROR gamma transcriptional activity; 310,000 tested, 5.4% active; Potency, µM (series often up to 53.6 µM), inactives show top-dose activity change, negative = inhibition, actives largely listed as inhibitors; Drosophila S2 Gal4-RORgamma UAS-luciferase reporter, 20 h; note: potency is the fitted concentration of half-maximal effect; % is set by controls: 0 for no effect and ±100 for the full control effect; nearly all actives have a fitted effect of over 60% in size
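Schneider cells (Drosophila), stable Gal4 DBD–ROR gamma + UAS-luc; 1 hr cmpd preincubation; Cu2+ induction 700 uM final; 20 hr ambient; luminescence.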
PKM2 activator = PKM2 (human) enzyme activation. AID 1631. 260,000 tested, 0.34% active. Potency, µM (top dose mostly 57.5 µM), without a hit: at the top dose activation, most hits filed as activators. P14618. purified PKM2, Kinase-Glo ATP luminescence, activation; response scale: 0% is enzyme alone, no compound; note: potency is the fitted concentration of half-maximal effect; % is set by controls: 0 for no effect and ±100 for the full control effect; nearly all actives have a fitted effect of over 55% in size
Target sequence (P14618 whole entry, looked up): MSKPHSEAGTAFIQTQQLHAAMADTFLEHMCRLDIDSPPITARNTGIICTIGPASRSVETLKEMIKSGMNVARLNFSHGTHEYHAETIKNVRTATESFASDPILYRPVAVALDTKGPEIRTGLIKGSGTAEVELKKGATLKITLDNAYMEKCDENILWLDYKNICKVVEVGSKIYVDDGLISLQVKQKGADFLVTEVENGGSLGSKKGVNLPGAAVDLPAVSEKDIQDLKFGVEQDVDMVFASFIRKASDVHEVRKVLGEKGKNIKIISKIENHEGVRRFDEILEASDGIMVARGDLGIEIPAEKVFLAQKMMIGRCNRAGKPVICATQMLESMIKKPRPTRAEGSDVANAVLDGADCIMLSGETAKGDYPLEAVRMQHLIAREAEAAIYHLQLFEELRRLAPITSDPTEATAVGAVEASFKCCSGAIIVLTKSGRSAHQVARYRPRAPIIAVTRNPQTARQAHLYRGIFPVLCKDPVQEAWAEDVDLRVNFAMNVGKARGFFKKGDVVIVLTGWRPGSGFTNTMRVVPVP
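Purified hPK-M2 (>95%) run at intermediate activity with 0.1 mM ADP and 0.5 mM PEP in 50 mM imidazole pH 7.2, KCl, MgCl2; 1 h room temperature. ATP formed read by Kinase-Glo luminescence; normalized to uninhibited and no-enzyme controls.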
p53 reactivator = re-activators of mutant p53. Potency, µM (series often up to 92.2 µM), for the others: at the top dose activity change, positive = activation, hits mostly activators. H1299 p53-A138V BP100-luciferase reporter, luminescence, 24 h. 320,000 tested, 0.063% active. AID 504706; note: potency is the fitted concentration of half-maximal effect; % of control where 0% means no effect; nearly all actives have a fitted effect of over 45% in size
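H1299 (p53-null), stable ts p53-A138V + BP100-Luc; 1000 cells/well, Opti-MEM/10% FBS; cpd 4 pt, 1:5; 24 h, 37 deg C, 5% CO2; detection reagent 10 min RT; luminescence.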
NPC1 promoter act = NPC1 promoter activation; Huh7 NPC1 promoter luciferase reporter, 24 h; 320,000 tested, 2.4% active; Potency, µM (highest dose often 9.22 µM), for the others: at the top dose activation, most hits filed as activators; AID 485313;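 note: potency is the fitted concentration of half-maximal effect; % of control where 0% means no effect; nearly all actives have a fitted effect of over 60% in size; reporter is driven by a mutant NPC1 promoter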
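Luminescence read-out of NPC1 promoter-driven luciferase in stably transfected Huh7 cells; compounds delivered in DMSO and left 24 h at 37C, 5% CO2, qHTS titration format.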
BRCA1 expr act = increases BRCA1 expression; AID 624202; 380,000 tested, 1.1% active; Potency, µM (highest dose often 46.1 µM), for inactives: at the highest dose activation, most hits filed as activators; MCF7-BRCA1-FFLuc reporter, luminescence, 48 h; response scale: scaled: vehicle 0%, 10 µM genistein 100%; note: potency is the fitted concentration of half-maximal effect; nearly all actives have a fitted effect of over 80% in size; some results filed as inactive show a strong effect at the top dose
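Cells: MCF7-BRCA1-FFLuc, 2000/well. Exposure: 48 h, 37 °C, 5% CO2. Read: luminescence, 15 min post-substrate. Controls: genistein 10 microM (maximal activation), DMSO (neutral).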
ELG1 genotoxic = inducers of genotoxicity in HEK293T ELG1-luciferase cells; 330,000 tested, 1.3% active; HEK293T ELG1-luciferase reporter, luminescence, 16 h; Potency, µM (series often up to 46 µM), inactives show at the highest dose activity change, positive = activation, hits mostly activators; note: potency is the fitted concentration of half-maximal effect; % of control where 0% means no effect; nearly all actives have a fitted effect of over 60% in size
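DMSO vehicle served as control against compound-treated ELG1-luciferase HEK293T cells; exposure lasted 16 hr at 37 °C and 5% CO2, followed by ONE-Glo luminescence detection after 30 min.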
Rab9 promoter act = activators of Rab9 promoter; 320,000 tested, 2.8% active; Huh7 Rab9 promoter-luciferase reporter, luminescence, 24 h; Potency, µM (top dose mostly 9.22 µM), for the others: at the highest dose activation, negative = inhibition, hits mostly activators; note: potency is the fitted concentration of half-maximal effect; % of control where 0% means no effect; nearly all actives have a fitted effect of over 60% in size
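Measured in stably transfected Huh7 cells bearing a Rab9 promoter–luciferase construct: 24 h compound treatment at 37 °C, followed by luminescence detection.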
FLuc modulator = inhibits or activates purified firefly luciferase, miR-21 counter-screen | purified FLuc, Km substrates, luminescence inhibition | Potency, µM (series often up to 57.5 µM), inactives show at the top dose activity change, negative = inhibition, hits mostly inhibitors | 360,000 tested, 6.9% active | P08659 | AID 588342;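 note: potency is the fitted concentration of half-maximal effect; plate controls were vehicle for no effect and reference inhibitor for full effect; nearly all actives have a fitted effect of over 55% in size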
Target sequence (P08659 whole entry, looked up): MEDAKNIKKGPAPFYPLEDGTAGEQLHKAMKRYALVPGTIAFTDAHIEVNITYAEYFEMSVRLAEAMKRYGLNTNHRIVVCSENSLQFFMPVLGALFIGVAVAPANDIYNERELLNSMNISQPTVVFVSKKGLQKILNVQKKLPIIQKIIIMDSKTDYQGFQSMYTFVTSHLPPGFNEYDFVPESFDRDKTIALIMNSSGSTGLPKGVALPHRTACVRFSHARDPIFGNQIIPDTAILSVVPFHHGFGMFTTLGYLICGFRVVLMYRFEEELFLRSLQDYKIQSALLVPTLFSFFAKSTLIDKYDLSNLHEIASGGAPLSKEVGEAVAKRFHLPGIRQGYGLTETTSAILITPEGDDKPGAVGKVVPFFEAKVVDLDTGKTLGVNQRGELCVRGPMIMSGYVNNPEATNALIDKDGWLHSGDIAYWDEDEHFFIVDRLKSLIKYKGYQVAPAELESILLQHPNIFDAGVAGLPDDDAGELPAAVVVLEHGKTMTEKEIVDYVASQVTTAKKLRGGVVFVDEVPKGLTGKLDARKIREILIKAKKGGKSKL
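Purified P. pyralis luciferase, 10 nM final, with Km-level 10 uM D-luciferin and 10 uM ATP in 50 mM Tris acetate pH 7.5, 10 mM Mg acetate, 0.01% Tween-20, 0.05% BSA; 6-point qHTS titration about 60 µM downward; luminescence read.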
* = called active by the depositor; ? = inconclusive; / = no result given; & = joins results of further samples; [ ] = dose if it differs, or a comment. Unless noted, calls come from the whole dose curve; as a rule, active = well fitted curve in the direction sought with a large enough effect; inconclusive = small, poorly fitted or top-dose-only effect, or another doubt; inactive = no such curve, though single readings can be large; an effect the other way counts as inactive or inconclusive. An excerpt; count on the stated rates, not on these rows.

SMILES	Menin MLL FP TR	Giardia kill	Gal4-VP16 FLuc	RORgamma inh	PKM2 activator	p53 reactivator	NPC1 promoter act	BRCA1 expr act	ELG1 genotoxic	Rab9 promoter act	FLuc modulator
CC(=O)Nc1ccc(-n2cnnn2)cc1	9%	0	0%	22%	-1%	4%	-7%	3%	5%	0%	9%
COc1ccc(C)cc1N(C(=O)c1ccccc1F)c1nc2ccccc2s1	-5%	-14	1%	-16%	6%	12%	-1%	-55%	-5%	-2%	-2%
CCn1c(=O)c(C(=O)NCCc2ccc(Cl)cc2)c(O)c2ccccc21	24%	5	-19%	?	-5%[11.5 µM]	/	-2%	-30%	-5%	1%	2%
COC(=O)CNC(=O)CCc1nnc(C2(c3ccc(Cl)cc3)CCC2)o1	-10%	-17	3%	1%	-7%	6%	8%	54%	?	18%	?
CCN1C(=O)[C@H]2[C@@H](c3ccc(OC)cc3)N3C(=O)CN(CCOC)C(=O)[C@@]3(C)[C@H]2C1=O	-2%	10	3%	-11%	-1%	/	-2%	0%	5%	4%	-1%
Cc1ccc(-n2c(Cc3cccn3C)nnc2SCC(=O)Nc2nnc(C)s2)cc1	-19%	29	-4%	43%	0%	-6%	-2%	-1%	-2%	10%	-1%
COC(=O)CN1CC(=O)N(c2ccccc2)C1=S	-1%	-9	0%	1%	0%	5%	2%	-4%	0%	-4%	6%
C/C=C/C(=O)OCC(=O)Nc1cccc(S(=O)(=O)NC2=NCCCCC2)c1	2%	-6	2%	20%	2%	-1%	-13%	0%	4%	-1%	6%
COc1ccc([C@@H]2CC=C(C(=O)O)[C@H](c3ccc(F)cc3)N2S(=O)(=O)c2ccccc2C)cc1	/	7	/	/	/	0%	-1%	6%	-1%	0%	6%
CCOC(=O)c1c(NC(=O)CCN2CCOCC2)sc2c1CC(C)(C)OC2	-2%	-4	3%	-12%[10 µM]	7%	-6%	-4%	-24%	1%	-8%	6%
CCOC(=O)Nc1ccc2c(c1)N(C(=O)OC)c1ccccc1CC2	9%	15	5%	-10%	-2%	-6%	-21%	-60%	1%	-5%	-15%
COc1ccc(Nc2cc(Cl)nc(N)n2)cc1	8%	0	-15%	16%	-4%	2%	14%	31%	?	28%	-19%
CCS(=O)(=O)N1CCC(C(=O)NCCCN2CCN(c3ccccc3F)CC2)CC1	2%	-5	2%	5%	0%	-6%	-9%	-3%	-1%	-3%	1%
CC(C)Cc1nnc(NC(=O)CN2C(=O)NC3(CCCCC3)C2=O)s1	/	?	-3%	-17%	-2%	1%	1%	6%	4%	11%	4%
O=C1N[C@@H](Cc2ccccc2)C(=O)N2[C@H]1C[C@]1([C@]34C[C@H]5C(=O)N[C@@H](Cc6ccccc6)C(=O)N5[C@H]3N(S(=O)(=O)c3ccccc3)c3ccccc34)c3ccccc3N(S(=O)(=O)c3ccccc3)[C@H]21	/	-6	/	/	/	0%	1%	-6%	-2%	-4%	8%
CC1(C)CC(=O)C2=C(C1)Oc1ncn(CCCO)c(=N)c1C2c1ccccc1 (centres undefined)	3%	-1	1%	-5%	-4%	3%	1%	0%	-3%	4%	1%
CCOC(=O)C1=C(C)N=C2SCCC(=O)N2C1c1ccc(C(=O)OC)cc1 (centres undefined)	4%	10	9%	-7%	-1%	-6%	0%	-41%	1%	-2%	2%
CCOC(=O)c1cc(C(=O)OCC)c(=O)[nH]c1SCc1ccccc1	12%	-17	-8%	43%[1.91 µM]	4%	/	-5%	0%	-4%	6%	0%
S=c1[nH]nc(COc2ccccc2)n1/N=C/c1ccc(Cl)cc1	24%	13	-16%	?	/	-4%	-6%	-23%	1%	0%	0%
CC(=O)N1CCc2cc(S(=O)(=O)NC3CCCCC3)ccc21	?	-2	0%	3%	1%	-6%	-4%	-23%	-2%	-6%	1%
COC(=O)c1cc(S(=O)(=O)NCc2cccc(Br)c2)c[nH]1	22%	19	-7%	7%	/	-6%	-4%	-6%	2%	-6%	1%
CC(C)Oc1ccc(OCCn2c(=S)[nH]c3c(N)ncnc32)cc1	19%	-10	-1%	-44%	-9%	-2%	-3%	-6%	?	-1%	27µM*
O=C(Nc1nccs1)c1ccc(-c2ccc(F)c(Cl)c2)o1	/	-8	?	7.9µM*	3%	16%	?	57%	-1%	?	6µM*
O=C(O)Cn1c(SCCOc2ccc(Cl)cc2)nc2ccccc21	35%[activator]	16	-14%	-27%	-1%[11.5 µM]	22%	-4%	-14%	-1%	1%	?
CC(Sc1nccn1C)C(=O)Nc1ccc(Cl)cn1 (centres undefined)	/	9	/	/	/	6%	4%	14%	3%	4%	0%
The results go on:
SMILES	Menin MLL FP TR	Giardia kill	Gal4-VP16 FLuc	RORgamma inh	PKM2 activator	p53 reactivator	NPC1 promoter act	BRCA1 expr act	ELG1 genotoxic	Rab9 promoter act	FLuc modulator
COC(=O)c1ccc(C(=O)OC)c(NC(=S)N2CCN(c3ccccn3)CC2)c1	1%	5	3%[10 µM]	-17%	-2%	-4%	-4%	5%	-6%	-5%	3%
COc1ccc(O)c(/C=N/N=C/c2cccc([N+](=O)[O-])c2)c1	41%[activator]	-5	2%	-11%	-3%	?	16%	58%	7%	18%	-5%
Cc1ccc(C(=O)ONc2ccc(N=O)cc2)cc1	9%	5	13µM*	25µM*	-15%	?	1%	35%	-3%	-1%	0.03µM*
CC(C)C[C@H](NC(=O)c1[nH]cnc1C(=O)Nc1ccccc1)C(=O)OC(C)(C)C	/	-15	8.9µM*	5µM*	-4%	12%	1%	-63%	-5%	-4%	-1%
COc1ccc(C2=NN(C(=O)CCC(=O)O)C(c3ccc(OC)cc3)C2)cc1 (centres undefined)	9%	1	-9%	9%	3%	-4%	-20%	-5%	-1%	-4%	-6%
Cc1ccc(Cc2cnc(NC(=O)/C(C#N)=C/c3ccc(-c4cccc([N+](=O)[O-])c4)o3)s2)cc1	?	1	-24%	?	13%	-7%	-11%	0%	8%	0%	0%
Cc1ccccc1CS(=O)(=O)CCC(=O)NCCN1CCN(c2cccc(Cl)c2)CC1	3%	-4	-1%	?	-3%	-4%	2%	-27%	0%	-18%	0%
CCCn1nnc(NC(=O)/C=C/c2ccco2)n1	/	1	-8%	5%	-6%	7%	19%	29%	-1%	3%	-13%
O=C(Cc1ccc([N+](=O)[O-])cc1)c1c(O)cc(O)cc1O	/	-19	0%	?	?	10%	2%	4%	-2%	3%	-17%
N/C(CN1CCCC1=O)=N\OC(=O)c1ccc(Cl)cc1	11%	-11	6%	2%	8%	15%	1%	34%	0%	1%	4%
CCN(CC)CCNC(=O)c1ccc(Sc2ccc(Cl)cc2)c(NC(C)=O)c1	-13%	-3	-4%	-5%	-11%	19%	-3%	-38%	-1%	-3%	-4%
CC(=O)Nc1ccc(NC(=O)c2c([N+](=O)[O-])c(C(C)(C)C)nn2C)cc1	/	-13	-3%	-2%	-2%	-3%	-1%	29%	-11%	0%	-2%
Cc1ccc(S(=O)(=O)NCC(=O)OC(C)C(=O)NC2CCCCC2C)cc1C (centres undefined)	/	19	/	/	/	-2%	0%	1%	-2%	-4%	10%
CCN(C(=O)CN1CCCCC1)c1c(N)n(Cc2ccccc2)c(=O)[nH]c1=O	/	1	/	/	/	5%	0%	5%	1%	-2%	-1%
c1ccc(OCCOc2ncnc3ccccc23)cc1	-3%	1	-1%	25%	-8%	17%	3.5µM*	10µM*	?	4µM*	?
CCOc1ccc(NC(=O)CN(C)C(=O)c2nc3nc(C)cc(C)n3n2)cc1OCC	/	12	/	/	/	7%	1%	4%	-3%	1%	1%
O=C(NC(=S)Nc1ccccc1Br)C1CCC1	1%	3	5µM*	3.2µM*	8%	-2%	22%	78%	-3%	30%	3%
N=c1sccn1CC(=O)Nc1cccc(S(=O)(=O)N2CCCCCC2)c1	1%	-2	-1%	10%	-1%	1%	-10%	-14%	-9%	-1%	0%
CC(=O)Nc1cccc(C(=O)N/N=C/c2c[nH]c3ccccc23)c1	35%[activator]	-2	13%	8%	/	6%	28%	-8%	4%	23%	15µM*
COC(=O)/C(C#N)=C/c1cc(C)sc1C	/	-9	21%	4%	4%	-3%	-5%	1%	-6%	0%	3%
Cc1ccc(C(C)NC(=O)/C(C#N)=C\c2c(C)[nH]c3ccccc23)cc1 (centres undefined)	8%	6	-29%	?	0%	-3%	1%	-20%	-8%	-7%	-8%
CCCCC(C)(O)C/C=C/[C@H]1[C@H](O)CC(=O)[C@@H]1CCCCCCC(=O)OC (some centres undefined)	-5%&-3%&3%	/	?	-1%[10 µM]	1%	-5%	0%	/	-1%	2%	8%
O=C(N[C@@H](Cc1ccc(Br)cc1)C(=O)O)OCC1c2ccccc2-c2ccccc21	?	-29	-7%	32%	6%	/	-4%	-7%	0%	2%	4%
C/C(N)=C(/C#N)C(=O)CSc1nnc(Nc2cccc(C)c2C)s1	9%	-6&7	5%	?	4%	?	?	11µM*	15%	?	17µM*
CCN1CCN(C(=O)CS(=O)(=O)Cc2nc(-c3cccc(OC)c3)oc2C)CC1	-22%	-7	-12%	6%	3%	-16%	0%	5%	0%	2%	-5%
